AGP1 TOR yeast – modulators of AGP1-GFP expression in yeast TOR pathway, primary screen, cell-based, multiplex flow cytometry, S. cerevisiae, MLPCN library | GFP response vs DMSO, % at 10 µM | 320,000 compounds, 0.02% hits | 3 h; GFP as percent of DMSO wells;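 active = GFP response relative to DMSO above a set limit, near screen average plus 3 SD, cut at about 150% in these data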;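 note: median GFP channel fluorescence of the gated AGP1 strain per well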
AHR activator – AHR activators, primary screen, cell-based, luminescence, luciferase reporter, human; Aryl hydrocarbon receptor (Homo sapiens), P35869; AHR-responsive luciferase reporter cells; activation, % at 5 µM; 320,000 compounds, 2.5% hits; AID 2796, 2010; in the data active = activation above about 47%;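 note: 0% = vehicle wells and 100% = reference agonist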
RPL19A-GFP yeast – RPL19A-GFP expression modulators in yeast, primary screen, cell-based, S. cerevisiae, multiplex flow cytometry, MLPCN; AID 2025, 2009; 330,000 compounds, 0.3% hits; S. cerevisiae RPL19A-GFP strain, 3 h; active compounds read low; percent response vs DMSO, % at 10 µM;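 active = percent response vs DMSO below 50%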;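 note: median channel GFP fluorescence of the barcoded RPL19A-GFP strain; ratio of sample median GFP to plate DMSO average so 100% = DMSO; lower means less RPL19A-GFP as with rapamycin TOR inhibition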
proCasp3 act – activators of human procaspase-3 D3A mutant, primary screen, biochemical, absorbance, PC-3 D3A mutant, single concentration; Caspase-3 (Homo sapiens), P42574; recombinant procaspase-3 D3A, Ac-DEVD-pNA absorbance 405 nm; activation, % at 8.5 µM; 330,000 compounds, 0.11% hits;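 active = activation above the mean of all tested compounds plus 3 SD, cut at about 21% in these data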;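 note: 0% = DMSO alone and 100% = DMSO wells spiked with extra 5 µM PC-3 D3A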
Target sequence (P42574 whole entry D9A/D28A/D175A): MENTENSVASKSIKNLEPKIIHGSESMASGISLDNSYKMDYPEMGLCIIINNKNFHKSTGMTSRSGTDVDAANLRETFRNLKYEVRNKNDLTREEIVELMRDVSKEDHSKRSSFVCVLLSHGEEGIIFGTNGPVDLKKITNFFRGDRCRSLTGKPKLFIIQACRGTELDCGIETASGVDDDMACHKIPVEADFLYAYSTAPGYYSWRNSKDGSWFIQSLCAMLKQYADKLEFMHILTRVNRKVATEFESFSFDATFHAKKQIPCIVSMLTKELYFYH
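Compound: 8.5 µM single point, 0.8% DMSO / Material: Autoprocessing-dead procaspase-3 D3A mutant enzyme / Timing: 1 h preincubation plus 2 h reaction at 25 °C / Medium: Zinc-free HEPES/NaCl buffer with 0.01% Triton X-100 at pH 7.4 / Technique: 405 nm absorbance of p-nitroaniline, reads at 0 and 120 min / Repeats: one well per compound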
proCasp7 act – procaspase-7 activators, primary screen, counter-screen for procaspase-3 activator project, biochemical, absorbance, HTS, human; recombinant procaspase-7, Ac-DEVD-pNA absorbance 405 nm; D23A/D198A/D206A triple mutant, cannot self-cleave; scale: DMSO 0, 5 µM enzyme 100; activation, % at 8.5 µM; 330,000 compounds, 0.093% hits;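 active = percent activation above the screen-wide mean plus 3 SD, cut at about 25% in these data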
Target sequence (P55210 whole entry D23A/D198A/D206A): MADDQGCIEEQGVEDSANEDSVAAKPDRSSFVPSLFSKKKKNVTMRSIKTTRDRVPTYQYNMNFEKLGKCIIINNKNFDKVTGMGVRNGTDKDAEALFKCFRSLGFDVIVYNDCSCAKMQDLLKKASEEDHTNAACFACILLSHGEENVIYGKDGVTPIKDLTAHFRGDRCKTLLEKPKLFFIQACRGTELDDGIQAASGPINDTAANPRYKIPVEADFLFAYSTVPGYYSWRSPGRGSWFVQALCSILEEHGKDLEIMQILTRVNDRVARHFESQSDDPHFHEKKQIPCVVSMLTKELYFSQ
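Assay system: Uncleavable procaspase-7 mutant enzyme; Input: 2 µM procaspase-7 mutant as dispensed; Also added: DEVD-pNA substrate; Medium: Zinc-free HEPES pH 7.4 with 300 mM NaCl, 0.01% Triton X-100; Timing: 1 h compound preincubation, 2 h substrate cleavage, 25 °C; Measured by: Epi-absorbance of released pNA at 405 nm, two timepoints.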
MEP2 TOR yeast – modulators of MEP2-GFP levels in yeast, primary screen, S. cerevisiae, multiplex flow cytometry, MLPCN library; S. cerevisiae MEP2-GFP strain, 3 h; 100% = DMSO control level; GFP response vs DMSO, % at 10 µM; 330,000 compounds, 0.51% hits; AID 2016, 2009;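 active = GFP response versus DMSO above a set limit, roughly screen mean plus 3 SD, cut at about 180% in these data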;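 note: median GFP fluorescence of the barcode-gated MEP2-GFP cells per well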
LAP4-GFP MLPCN – modulators of LAP4-GFP expression in yeast, primary screen, S. cerevisiae, multiplex flow cytometry, MLPCN library | AID 2023, 2009 | GFP response vs DMSO, % at 10 µM | 3 h; median GFP as percent of DMSO wells | 320,000 compounds, 0.34% hits;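 active = GFP response vs DMSO above a set limit, about the screen mean plus 3 SD, cut at about 150% in these data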
CIT2-GFP yeast – modulators of CIT2-GFP expression in yeast, primary screen, S. cerevisiae, GFP fusion, multiplex flow cytometry, MLPCN library | AID 2029, 2009 | GFP response vs DMSO, % at 10 µM | 320,000 compounds, 0.065% hits | S. cerevisiae CIT2-GFP strain, 3 h; 100 means same as DMSO wells;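 active = GFP response relative to DMSO above a set limit, near the screen mean plus 3 SD, cut at about 150% in these data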;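 note: ratio of well median GFP fluorescence to mean of DMSO wells on the plate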
Numbers without * were called inactive; i = inactive; x = not tested or not shown; + = active, no number; [ ] = another dose, or the depositor's remark.

The first 15 entries (preview)
SMILES	AGP1 TOR yeast	AHR activator	RPL19A-GFP yeast	proCasp3 act	proCasp7 act	MEP2 TOR yeast	LAP4-GFP MLPCN	CIT2-GFP yeast
COc1ccccc1/C=N/NC(=O)c1ccc(NC(=O)c2ccccc2Br)cc1	120	-1	99	-4	10	96	94	84
COc1cccc(NS(=O)(=O)c2ccc3[nH]cc(C(=O)NCCCOC(C)C)c(=O)c3c2)c1	107	1	103	-8	-7	98	96	93
COc1ccc(NC(=O)CS(=O)c2cccc(Cl)c2)cc1 (configuration not stated)	104	-1	98	0	5	99	99	106
COc1ccccc1NC(=O)C1CCN(S(=O)(=O)c2cccs2)CC1	+[may fluoresce green]	3	i[may fluoresce green]	-2	-2	+[may fluoresce green]	+[may fluoresce green]	+[may fluoresce green]
COc1cc(OC)c(NC(=O)CC(C)=O)cc1Cl	110	8	112	3	3	107	108	110
CCCCOc1ccc(-c2ncc(N)cn2)cc1	91	0	100	7	-4	98	107	89
COc1cc(NC(=O)CSc2ncnc3scc(-c4ccccc4)c23)c(C(=O)O)cc1OC	95	-1	100	3	-2	90	103	93
COc1ccc(NC(=O)CSc2nnc(Cn3c(=O)sc4ccccc43)n2C)cc1	100	20	100	-12	1	109	98	94
C=CCNC(=S)/N=c1/ccccn1CCC	99	1	102	-11	-9	104	102	102
O=C(Nc1nnc(S(=O)(=O)N2CCOCC2)s1)c1ccccc1Br	98	2	94	-3	7	101	102	99
O=C1Nc2cc(C(=O)NCCN3CCCCCC3)ccc2S/C1=C\c1ccccc1	111	1	107	-4	-12	99	109	106
COc1cccc(C(=O)Nc2nc3ccc(S(C)(=O)=O)cc3s2)c1	102	7	100	0	6	102	103	99
Cc1ccc2cc(CN(Cc3ccc4c(c3)OCO4)Cc3nnnn3Cc3ccco3)c(=O)[nH]c2c1C	96	40	95	-7	-1	99	90	95
CC(=O)c1cccc(NS(=O)(=O)c2ccc(-c3cnc(C4CC4)o3)cc2)c1	100	-2	101	4	-2	104	101	97
COc1ccc(-c2nc3c4ccccc4ccn3c2CN2CCCCC2)cc1OC	97	20	98	4	4	102	99	92

This part in full, repeating the preview:
SMILES	AGP1 TOR yeast	AHR activator	RPL19A-GFP yeast	proCasp3 act	proCasp7 act	MEP2 TOR yeast	LAP4-GFP MLPCN	CIT2-GFP yeast
COc1ccccc1/C=N/NC(=O)c1ccc(NC(=O)c2ccccc2Br)cc1	120	-1	99	-4	10	96	94	84
COc1cccc(NS(=O)(=O)c2ccc3[nH]cc(C(=O)NCCCOC(C)C)c(=O)c3c2)c1	107	1	103	-8	-7	98	96	93
COc1ccc(NC(=O)CS(=O)c2cccc(Cl)c2)cc1 (configuration not stated)	104	-1	98	0	5	99	99	106
COc1ccccc1NC(=O)C1CCN(S(=O)(=O)c2cccs2)CC1	+[may fluoresce green]	3	i[may fluoresce green]	-2	-2	+[may fluoresce green]	+[may fluoresce green]	+[may fluoresce green]
COc1cc(OC)c(NC(=O)CC(C)=O)cc1Cl	110	8	112	3	3	107	108	110
CCCCOc1ccc(-c2ncc(N)cn2)cc1	91	0	100	7	-4	98	107	89
COc1cc(NC(=O)CSc2ncnc3scc(-c4ccccc4)c23)c(C(=O)O)cc1OC	95	-1	100	3	-2	90	103	93
COc1ccc(NC(=O)CSc2nnc(Cn3c(=O)sc4ccccc43)n2C)cc1	100	20	100	-12	1	109	98	94
C=CCNC(=S)/N=c1/ccccn1CCC	99	1	102	-11	-9	104	102	102
O=C(Nc1nnc(S(=O)(=O)N2CCOCC2)s1)c1ccccc1Br	98	2	94	-3	7	101	102	99
O=C1Nc2cc(C(=O)NCCN3CCCCCC3)ccc2S/C1=C\c1ccccc1	111	1	107	-4	-12	99	109	106
COc1cccc(C(=O)Nc2nc3ccc(S(C)(=O)=O)cc3s2)c1	102	7	100	0	6	102	103	99
Cc1ccc2cc(CN(Cc3ccc4c(c3)OCO4)Cc3nnnn3Cc3ccco3)c(=O)[nH]c2c1C	96	40	95	-7	-1	99	90	95
CC(=O)c1cccc(NS(=O)(=O)c2ccc(-c3cnc(C4CC4)o3)cc2)c1	100	-2	101	4	-2	104	101	97
COc1ccc(-c2nc3c4ccccc4ccn3c2CN2CCCCC2)cc1OC	97	20	98	4	4	102	99	92
CCCSc1nnc(C(C)C)n1N	90	1	97	13	-8	98	93	x
Nc1nc(SCc2nnc(SCC(=O)O)n2-c2ccccc2)nc2sc3c(c12)CCCC3	105	0	102	0	11	100	104	98
O=[N+]([O-])c1ccc(/C=[N+](\[O-])CCO)o1	98	1	103	2	5	103	94	102
CCN1C(=O)c2cccc3cccc1c23	99	0	94	7	-4	99	101	94
NC(=O)COc1ccc(NC(=O)c2ccccc2-c2ccccc2)cc1	99	0	101	8	1	107	113	102
Cc1ccc(NC2CCCN(C(=O)c3ccccc3N3CCOCC3)C2)cc1C (configuration not stated)	97	23	95	12	14	106	93	104
O=C(COC(=O)c1cccc(C(=O)OCC(=O)NC2CC2)n1)NC1CC1	96	1	97	-5	9	100	106	95
COc1ccc(C2=NOC(C(=O)Nc3cc(C)on3)C2)cc1OC (configuration not stated)	108	0	101	2	5	98	100	103
CCCCC(CC)C(=O)Nc1cc(C(=O)NCCC)ccc1N1CCC2(CC1)CC(c1ccccc1)=NO2 (configuration not stated)	87	0	97	8	-4	92	122	86
CC(C)CNC(=O)CCCSc1nc2ccccc2[nH]1	95	4	101	4	6	89	93	95
CC1C(=O)Nc2ccc(S(=O)(=O)Nc3ccccc3Br)cc2NC1=O (configuration not stated)	97	-2	96	1	-6	93	93	100
COC(=O)c1sccc1NC(=O)c1ccc(C(C)C)cc1	106	95*	107	18	-1	105	99	108
C#CCOCCOCCOCCNc1nc(N2CCN(C(=O)[C@H](CCCN=C(N)N)n3cc(C(N)[C@H](C)CC)nn3)CC2)nc(N2CCN(C(=O)[C@H](CCCN=C(N)N)n3cc(C(N)[C@@H](C)CC)nn3)CC2)n1 (some centres not stated)	91	-3	90	-1	1	92	90	88
Cc1ccc2c(cnn2C(=O)CCC(=O)NC2CCCC2)c1	88	2	90	2	10	93	113	86
CN(C)C(=O)c1cn(CCC#N)nc1-c1ccc2ccccc2c1	109	-1	104	12	1	103	95	103
COc1ccccc1CNS(=O)(=O)c1ccc(-n2cnnn2)c(OC)c1	102	-1	104	-1	10	111	102	100
CCOC(=O)C1(CC2CCCCO2)CCN(C(=O)Nc2ccccc2CC)CC1 (configuration not stated)	97	4	106	4	6	103	86	112
COc1ccccc1N1CC(C(=O)OCC(=O)Nc2c(C)cccc2C)CC1=O (configuration not stated)	104	-1	108	2	0	106	95	103
Cc1ccc(NC(=O)COC(=O)Cn2nc(C)c([N+](=O)[O-])c2C)c([N+](=O)[O-])c1	102	-1	101	3	1	103	84	99
COc1ccc(/C=N/Nc2ncnc3c2[nH]c2ccc(C)cc23)c(OC)c1OC	105	63*	99	-2	-5	100	108	88
CC(=O)C1=C(O)C(=O)N(CCCO)C1c1ccccc1 (configuration not stated)	99	-3	97	-3	4	104	94	93
O=C(Nc1ccc(S(=O)(=O)N2CCOCC2)cc1)c1ccc(Br)o1	108	13	99	-2	7	103	92	x
NC(=O)COc1ccc(C2c3c(oc4ccccc4c3=O)C(=O)N2CC2CCCO2)cc1 (configuration not stated)	92	2	92	5	2	91	90	102
O=C(Nc1ccc2[nH]ccc2c1)c1cccs1	108	0	102	-2	0	98	108	103
O=[N+]([O-])c1cc2c(cc1Br)CCN2	111	5	97	-3	-4	97	104	100
O=C(NCc1cccc(Cl)c1)c1cccc(C(F)(F)F)c1	97	-3	102	5	-3	101	101	95
O=C(N/N=C(\c1ccccc1)c1cccnc1)c1ccc(O)cc1	98	0	103	12	1	98	76	100
CC(C)c1ccc(NC2CCCN(C(=O)CCN3CCCCC3=O)C2)cc1 (configuration not stated)	95	4	95	-2	-2	98	94	98
CC(=O)N1CN(C2CCS(=O)(=O)C2)Cc2c1sc1c2CCCC1 (configuration not stated)	99	0	98	-10	9	99	103	101
O=C(CSc1nnc(COc2ccccc2)o1)NC1CC2CCC1C2 (configuration not stated)	97	-2	99	-2	4	82	89	94
NC(=O)c1ccc(NC(=O)CCCN2C(=O)NC3(CCCC3)C2=O)cc1	94	-1	91	-14	11	90	90	94
Cc1ccc(C(=O)OCC(=O)N2CCC(Cc3ccccc3)CC2)cc1N	94	1	105	-4	5	106	97	101
ClCc1cc2ccccc2nc1Cl	98	3	99	7	13	104	93	106
O=C1c2ccccc2C(=O)N1CCC(=O)N1CCCc2ccccc21	85	1	85	0	12	89	87	90
Cc1ccc(C)c(OCCCC(=O)O)c1	115	7	103	0	-1	102	101	x
Cc1cc(C)n2c(SCC(=O)N3CCN(S(=O)(=O)c4ccc(Cl)cc4)CC3)nnc2n1	99	-1	99	-2	1	106	100	94
CCOc1nnc(C)c2c(C)n(-c3cccc(OC)c3)nc12	35	2	56	4	8	317*	94	113

Source: PubChem (several laboratories)
